Screening data deposited in PubChem by Sanford-Burnham Center for Chemical Genomics.
CXCR6 inh: CXCR6 (human) receptor inhibition. inhibition, % at 20 µM. AID 602244. O00574. CHO-K1 PathHunter CXCR6 beta-arrestin, luminescence. 0.36% of 360,000 active; in the data active = inhibition above about 34%, passing the limit was not always enough;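 note: antagonist mode with CXCL16 agonist at 10 nM final; 0% = 10 nM CXCL16 with DMSO and 100% = unstimulated wells without agonist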
Gli-Sufu block: Gli-Sufu pathway antagonism; Sufu-KO-LIGHT fibroblasts, Gli luciferase reporter luminescence; inhibition, % at 5 µM; 0.74% of 340,000 active;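 active = inhibition above about 55%, limit read from the data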;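 note: 0% = DMSO-treated cells and 100% = wells with medium but no cells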
CHOP UPR activ: apoptotic UPR (CHOP) activation | AID 449763 | 0.34% of 330,000 active | activation, % at 10 µM | CHO-CHOP luciferase reporter, luminescence; percent of tunicamycin response over DMSO baseline;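 active = at 10 µM dose, activation of 40% or more, normalized to positive control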;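 note: 100% = tunicamycin at 10 µg/mL and 0% = DMSO alone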
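Material: CHO-CHOP cells, stable luciferase reporter of PERK-eIF2a-CHOP signalling; quantity: 500 reporter cells seeded per well; buffer or medium: F12 medium containing 10% fetal bovine serum; compound: one dose, 10 µM in 0.5% DMSO; incubation: 6 h compound treatment, 37 °C; measured by: Steady-Glo luciferase luminescence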
EBI2 antag: blocks human EBI2 receptor beta-arrestin signaling. EBI2 beta-arrestin recruitment, luminescence, 7a,25-OHC stimulated. inhibition, % at 5 µM. P32249. 0.81% of 360,000 active; in the data active = inhibition above about 38%;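 note: enzyme fragment complementation signal reports receptor beta-arrestin coupling in cells; 0% = agonist plus DMSO wells and 100% = wells without agonist; some results beyond the cut were filed as inactive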
CCR6 antagonist: antagonists of human CCR6 receptor | P51684 | 0.49% of 340,000 active | CHO-K1 CCR6 PathHunter beta-arrestin, luminescence, CCL20-stimulated | inhibition, % at 20 µM;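 active = compounds whose inhibition of the agonist-driven luminescence signal at 20 µM reaches about 50%, limit read from the data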;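 note: cells stimulated with CCL20 at 14 nM final; plate controls were DMSO with CCL20 for no effect and DMSO without agonist for full effect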
697 NFkB inh: lowers PMA/ionomycin-induced NF-kB signal in 697 B cells | 697 B-cell NF-kB luciferase reporter, 16 h | inhibition, % at 4 µM | 0.33% of 330,000 active; in the data active = inhibition above about 35%
UPR XBP1 act: adaptive UPR (XBP1) activation | CHO-XBP1 luciferase reporter, IRE1-XBP1 UPR activation, luminescence; percent of tunicamycin response, DMSO as zero | 0.33% of 330,000 active | activation, % at 20 µM;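 active = versus positive control, 20 µM dose yields 30% or more activation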;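 note: 100% = tunicamycin at 10 µg/mL and 0% = DMSO only wells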
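Signal: luciferase luminescence; Assay system: CHO-XBP1 luciferase reporter cells; Amount: one thousand reporter cells per well; Dosing: 20 µM single concentration, DMSO 1%; Benchmarks: high control tunicamycin 10 µg/mL final, low control DMSO vehicle only; Schedule: 6 h compound exposure at 37 °C, 5% CO2; Evaluation: percent activation relative to tunicamycin reference.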
Mdm2 MdmX PPI: disrupts the human Mdm2-MdmX interaction; inhibition, % at 8 µM; AID 485346; 3% of 330,000 active; SaOS-2 split-luciferase Mdm2/MdmX complementation, luminescence; O15151+Q00987;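 active = inhibition of at least 50% at 8 µM in the primary screen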
Target sequence (O15151 whole entry, looked up): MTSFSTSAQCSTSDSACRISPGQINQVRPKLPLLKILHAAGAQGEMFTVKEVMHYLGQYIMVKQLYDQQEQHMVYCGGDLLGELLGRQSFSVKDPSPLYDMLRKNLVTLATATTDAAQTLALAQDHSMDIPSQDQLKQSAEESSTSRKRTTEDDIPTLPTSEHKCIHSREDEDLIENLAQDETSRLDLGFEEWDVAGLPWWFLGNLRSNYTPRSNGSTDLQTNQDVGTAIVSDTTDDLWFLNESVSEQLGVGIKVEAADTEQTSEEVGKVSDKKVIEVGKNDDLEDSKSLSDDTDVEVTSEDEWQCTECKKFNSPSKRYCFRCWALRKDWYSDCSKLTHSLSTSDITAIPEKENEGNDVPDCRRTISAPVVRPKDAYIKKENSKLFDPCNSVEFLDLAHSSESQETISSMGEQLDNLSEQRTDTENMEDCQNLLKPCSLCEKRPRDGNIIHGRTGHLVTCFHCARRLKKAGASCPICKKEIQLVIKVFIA
Target sequence (Q00987 whole entry, looked up): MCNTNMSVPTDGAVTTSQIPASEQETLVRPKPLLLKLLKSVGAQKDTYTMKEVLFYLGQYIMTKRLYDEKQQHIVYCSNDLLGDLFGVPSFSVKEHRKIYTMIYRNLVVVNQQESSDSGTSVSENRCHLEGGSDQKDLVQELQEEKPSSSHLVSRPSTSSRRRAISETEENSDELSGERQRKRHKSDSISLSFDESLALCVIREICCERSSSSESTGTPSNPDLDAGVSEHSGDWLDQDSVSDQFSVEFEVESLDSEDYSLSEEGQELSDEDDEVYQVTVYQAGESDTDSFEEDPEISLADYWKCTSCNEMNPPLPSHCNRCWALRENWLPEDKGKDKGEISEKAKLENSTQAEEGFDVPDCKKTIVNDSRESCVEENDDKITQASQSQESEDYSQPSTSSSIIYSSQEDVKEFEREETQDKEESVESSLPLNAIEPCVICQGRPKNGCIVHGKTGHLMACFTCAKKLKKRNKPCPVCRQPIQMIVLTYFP
Jurkat NFkB inh: lowers PMA/ionomycin-induced NF-kB signal in Jurkat cells; PMA/ionomycin-induced NF-kB luciferase reporter, luminescence; inhibition, % at 4 µM; AID 435003; 0.53% of 330,000 active; in the data active = inhibition above about 50%
The depositor's hits bear a star; . = not tested or not shown.

Start of the data: the first 5 records as a preview:
SMILES	CXCR6 inh	Gli-Sufu block	CHOP UPR activ	EBI2 antag	CCR6 antagonist	697 NFkB inh	UPR XBP1 act	Mdm2 MdmX PPI	Jurkat NFkB inh
CCN(CC(=O)NCc1ccc(Cl)cc1)C(=O)c1ccc(S(=O)(=O)N(C)C)cc1	1	14	1.6	-5	2	11	-1	10	-6
COc1cccc(-c2ccc(-c3noc(-c4ccccc4F)n3)c(OC)n2)c1	-6	-21	3.1	11	-15	-10	2	-7	-21
CC1(C)CN=C(N(C(=O)Nc2ccccc2)c2ccccc2F)S1	4	10	3.1	-12	12	3	-2	12	-5
Nc1nc(-c2ccccc2)c(N=Nc2ccccc2Cl)s1	57*	2	-2.1	29	62*	-10	0	27	0
COc1ccc(C(=O)NC2CCCc3c2cnn3-c2cc(F)cc(F)c2)c(OC)n1 (configuration not stated)	1	0	3.8	-9	10	-8	1	20	-4

Main list, repeating the preview:
SMILES	CXCR6 inh	Gli-Sufu block	CHOP UPR activ	EBI2 antag	CCR6 antagonist	697 NFkB inh	UPR XBP1 act	Mdm2 MdmX PPI	Jurkat NFkB inh
CCN(CC(=O)NCc1ccc(Cl)cc1)C(=O)c1ccc(S(=O)(=O)N(C)C)cc1	1	14	1.6	-5	2	11	-1	10	-6
COc1cccc(-c2ccc(-c3noc(-c4ccccc4F)n3)c(OC)n2)c1	-6	-21	3.1	11	-15	-10	2	-7	-21
CC1(C)CN=C(N(C(=O)Nc2ccccc2)c2ccccc2F)S1	4	10	3.1	-12	12	3	-2	12	-5
Nc1nc(-c2ccccc2)c(N=Nc2ccccc2Cl)s1	57*	2	-2.1	29	62*	-10	0	27	0
COc1ccc(C(=O)NC2CCCc3c2cnn3-c2cc(F)cc(F)c2)c(OC)n1 (configuration not stated)	1	0	3.8	-9	10	-8	1	20	-4
Cc1cnc(NC(=O)Cc2ccccc2F)s1	3	43	3.2	1	10	8	-5	3	5
Cc1cc(C)c(NC(=O)C2CCCN(S(=O)(=O)c3c(C)noc3/C=C/N(C)C)C2)c(C)c1 (configuration not stated)	2	3	8.8	4	3	-4	-7	13	1
COc1ccc(-c2nc(C#N)c(N3CC(C)OC(C)C3)o2)cc1OC (configuration not stated)	-1	-1	-1.6	10	7	18	4	21	8
O=C(NCc1ccc2[nH]c3c(c2c1)CCCC3)c1ccc(S(=O)(=O)N2CCCCC2)cc1	0	1	1.0	-1	6	-23	-4	24	0
NC(=O)c1ccc(NC(=O)COC(=O)CCSc2ccccc2)cc1	-7	1	1.2	4	4	17	-3	-2	-3
O=C(NCc1ccco1)C(c1ccco1)N(CCc1ccccc1)C(=O)Cn1nnc2ccccc21 (configuration not stated)	5	3	-1.6	9	-4	1	0	5	-16
CC1(C)CC(=O)c2c(O)cc(OCC(=O)Nc3ccc(S(N)(=O)=O)cc3)cc2O1	-1	-15	-0.4	3	22	8	-1	4	5
CCOc1ccc2ccccc2c1/C=N\NC(=O)c1ccc([N+](=O)[O-])cc1	-2	-10	2.5	10	4	-27	-3	-1	-8
C[C@H]1Oc2ccccc2C(=O)C1C(=O)c1ccccc1 (some centres not stated)	14	-3	2.3	-1	4	12	-2	17	1
Cc1cc(=O)oc2c3c(cc(OCC(=O)NC(Cc4ccc(Cl)cc4)C(=O)O)c12)OC(C)(C)CC3 (configuration not stated)	5	-37	-0.3	6	3	-4	0	22	3
CCN(CC(=O)Nc1c(F)cccc1F)C(=O)CSCC(=O)Nc1cc(C)on1	10	-11	0.8	-11	8	2	-4	26	8
COc1ccc(CCNc2cc(C)nc(N)n2)cc1OC	0	5	.	2	-5	.	.	.	.
CC(CN1CCOCC1)OC(=O)CCc1ccccc1 (configuration not stated)	6	4	0.0	10	7	-6	1	14	0
CCOc1ccc(CCNC(=O)CCc2nc3ccccc3[nH]2)cc1OCC	-8	1	-1.0	-6	6	5	-1	20	-5
CCN(CC)S(=O)(=O)c1ccc(OC)c(NC(=O)CC2CCCC2)c1	2	8	1.0	-4	10	8	-5	8	-12
CC(NCc1cccn1C)c1ccccc1 (configuration not stated)	3	1	-1.8	-1	-8	22	-2	20	-3
COc1ccc(-n2cnnc2SCC(=O)c2cc(C)n(Cc3cccs3)c2C)cc1	-7	-20	1.2	0	11	5	0	-43	-4
CC(C)(C)c1nc2ccccc2c2nnc(SCC(=O)Nc3nc4ccccc4s3)n12	-3	2	0.1	10	19	-23	3	18	6
C/C(=N/OC(=O)c1cccc(Cl)c1)c1nccs1	8	1	-0.8	-5	15	-17	0	-18	-1
Cc1cc(Cl)ccc1Oc1ncc(CN2CCN(c3ccccc3)CC2)s1	7	-7	-1.1	-2	24	27	0	3	-15
C=CCC(C=C)[N+]1(CC(=O)OC)CCCCC1 (configuration not stated)	-1	-2	0.7	-10	2	4	-2	-4	-1
Fc1ccccc1CSc1nnc(-c2cccnc2)o1	-5	-87	4.1	0	7	-67	1	-52	-80
Cc1cc(NC(=O)COC(=O)CCS(=O)(=O)c2ccc(C)c(C)c2)no1	-6	-20	1.7	9	-9	0	1	23	21
COc1cccc(NS(=O)(=O)c2cc3[nH]c(=O)c(=O)[nH]c3cc2C)c1	11	6	0.3	5	1	0	-3	24	9
Nc1nc(SCC(=O)O)[nH]c(=O)c1NC(=O)c1ccccc1F	13	-5	-2.0	2	14	-8	3	7	-2
COc1ccc(N=C(C)C2=C(O)c3ccccc3C2=O)cc1	-6	-96	1.5	11	9	-181	-3	-149	-135
Nc1nccc(SCc2ccccc2)n1	2	-4	.	-3	8	.	.	.	.
Cc1ccc(N2CCN(S(=O)(=O)c3nnc(NC(=O)c4ccco4)s3)CC2)cc1	-9	1	-1.0	1	6	-8	0	0	1
CCSc1nnc2n1C(C)(C)Cc1ccccc1-2	6	17	2.6	-4	7	12	-1	14	8
CC1=CC(C)C2C(=O)N(c3ccccc3)NC(=O)C2C1 (configuration not stated)	-4	5	-1.7	-5	3	17	-4	-8	6
CN(CC(=O)Nc1ccccc1C(F)(F)F)C(=O)c1cc(-c2cccs2)nn1-c1ccccc1	-10	-5	3.2	3	11	-1	-1	25	13
COCCN(CCOC)C(=S)Nc1ccccc1	6	-5	0.4	-11	13	6	-3	-23	3
CCOC(=O)NC(=O)/C(C#N)=N/Nc1ccc(F)cc1	-1	14	-1.0	78*	6	30	-2	-17	-3
CCCCN(C(=O)CCNC(=O)NC12CC3CC(CC(C3)C1)C2)c1c(N)n(CCCC)c(=O)[nH]c1=O	-8	-5	0.0	0	13	14	-4	25	1
CCC(=O)N1CCc2cc(S(=O)(=O)NCCC(=O)NCc3ccccc3Cl)ccc21	-2	7	3.9	-7	-2	10	-8	34	8
Cc1ccc(C(=O)NCCCNC(=O)COc2ccc(C)c(C)c2)cn1	1	-6	-1.1	1	3	7	-1	17	0
c1cc2c(cc1C1=NNC(=NC3CC3)SC1)OCCO2	-4	77*	-9.9	-8	-2	57*	-15	92*	60*
O=S(Cc1ccccc1)Cc1ccccc1	-11	-4	.	-13	10	.	.	.	.
Cc1ccccc1N(CC(=O)Nc1ccccc1C(=O)O)S(C)(=O)=O	-11	3	1.6	1	-8	-34	1	-30	5
CCCCCC(=O)NC(=S)Nc1ccc(NC(=O)c2ccco2)cc1	-1	4	-1.2	-4	5	7	-1	-18	-2
COc1ccc(/C=C/C(=O)OCC(=O)NCc2ccco2)c(OC)c1	8	-26	-0.4	5	1	3	-2	12	2
Cc1ccc(-c2csc(/C=C3/SC(C)C(=O)N3CC(=O)Nc3ccccc3F)n2)cc1 (configuration not stated)	-10	3	.	-6	-7	.	.	.	.
COc1ccc(-c2nnc(NC(=O)C(C)C)s2)c(OC)c1	0	-36	6.8	-10	-4	-1	1	-70	-56
CCCCNC(=O)NS(=O)(=O)c1ccc(NC(=O)CCC(=O)c2cccs2)cc1	3	4	-0.1	-4	7	-6	1	-24	-7
O=C(O)c1cccnc1NC1CCCC1	-13	14	0.7	-9	-6	12	-3	0	-3
The results go on:
SMILES	CXCR6 inh	Gli-Sufu block	CHOP UPR activ	EBI2 antag	CCR6 antagonist	697 NFkB inh	UPR XBP1 act	Mdm2 MdmX PPI	Jurkat NFkB inh
COc1ccc2nc(SC(C)C(=O)NCC(=O)Nc3ccc(F)c(F)c3F)[nH]c2c1 (configuration not stated)	4	-6	1.5	7	-7	5	3	-3	-3
COC(=O)Nc1ccc(SCC(=O)c2ccccc2)cc1	2	-14	5.5	2	10	5	0	3	-10
CC(C)NC(=O)N(C)C[C@H]1Oc2c(NC(=O)Cc3ccccc3)cccc2C(=O)N([C@H](C)CO)C[C@@H]1C	-6	-3	1.1	-3	4	5	-2	23	11
COc1cccc(-c2nc3sc4c(c3c(=O)[nH]2)CCCCC4)c1	-13	-84	5.2	10	0	-99	12	-6	-132
COc1ccc(CCNS(=O)(=O)c2cn(C)c(=O)n(C)c2=O)cc1OC	-10	-3	1.0	-1	8	4	-2	17	10
O=C(O)C1CCCN(S(=O)(=O)c2ccc(Br)s2)C1 (configuration not stated)	1	-1	-1.0	-6	8	-9	-3	14	4
COCCCn1c(=O)c2sccc2n2c(CCCC(=O)NCc3cccc(OC)c3)nnc12	7	-15	2.5	-9	-5	-36	-4	0	14
COc1ccc([N+](=O)[O-])cc1NC(=O)COC(C)=O	-4	-7	3.5	-23	8	-2	7	-2	9
Cc1nnc(N2C(=O)C(O)=C(C(=O)c3ccco3)C2c2cccc([N+](=O)[O-])c2)s1 (configuration not stated)	13	-19	1.0	-2	15	-1	-2	19	17
COc1ccc(-c2nc(CN3CCC(C(=O)NCC4CCCO4)CC3)c(C)o2)cc1OC (configuration not stated)	-15	-37	-0.1	0	9	4	-2	15	-1
CCOC(=O)c1sc(=NC(=O)COc2ccc(Cl)cc2)n(C)c1C	-8	9	-0.2	7	4	-7	-2	-9	10
COc1ccc(N(CC(=O)Nc2cccc(C(F)(F)F)c2)S(=O)(=O)c2c(C)[nH]c(=O)[nH]c2=O)cc1	-6	45	-0.3	-9	6	-6	-5	6	6
CC(C)c1cc(N2CCC(=O)NC2=O)cc(C(=O)O)c1O	2	0	0.2	-5	1	-28	0	-11	5
C=CCn1c(-c2cccnc2Cl)nc2cc(Cl)c(Cl)cc21	-1	17	1.1	5	4	-11	4	-12	-12
COc1ccc(CNC(=O)[C@H](NC(=O)C2CCN(C(=O)[C@@H](N)CCSC)CC2)C(C)C)cc1	-3	3	0.8	-4	-2	-11	0	-3	1
COc1cc(C(=O)O)ccc1Cl	3	5	0.4	0	4	15	0	-19	5
CCOC(=O)C1CCN(CCC(=O)Nc2cccc(Cl)c2C)CC1	-12	-28	-1.2	11	15	20	-4	12	22
COc1ccc(Cc2nnc(SCC(=O)Nc3ccc(C)cc3C)[nH]c2=O)cc1	-1	-9	0.2	1	5	-4	1	25	1
O=C(/C(C=Nc1cc2c(oc1=O)CCCC2=O)=C(\O)c1ccccc1)c1ccccc1	10	-6	-0.6	6	2	-58	-5	5	-44
CNC(=S)NNc1ccccc1[N+](=O)[O-]	30	-4	2.5	-13	22	12	1	0	-11
CC(CN(C)Cc1ccccc1)OC(=O)c1cccc(F)c1 (configuration not stated)	-2	6	2.8	0	8	-44	-1	7	35
COc1ccc(N/C=C/C(=O)C(C)(C)C)cc1	-3	0	3.0	-5	11	0	2	3	2
CCCCN(c1ccccc1)S(=O)(=O)N(C)C	2	-2	0.7	2	12	17	1	15	11
